High-throughput results from PubChem.
Cathepsin G inh: inhibitors of human cathepsin G; P08311; inhibition, % at 5 µM (by protocol); purified enzyme, AMC-tetrapeptide fluorescence, pooled mixtures; 0.2% of 62,000 active; AID 581;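 active = inhibition above 20% in each of the two mixture wells holding the compound; inactive = inhibition of 20% or less in either well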;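 note: 0% = enzyme control without mixture and 100% = blank lacking enzyme; strong numbers were not always called active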
C1s block: blocks human complement C1s protease activity. purified C1s, fluorogenic AMC substrate, pooled mixtures. mean inhibition % of two 10-compound mixtures (hits give high values), % at 5 µM (by protocol). 0.16% of 62,000 active. AID 538;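 active = inhibition above 20% in each of the two 10-compound mixture wells holding the compound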;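 note: 0% = enzyme wells lacking compound mixture and 100% = no-enzyme blank wells; some compounds called inactive have numbers as strong as hits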
CatB inh: blocks human cathepsin B protease activity; inhibition, %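 (tested at 10 µM)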; 0.1% of 63,000 active; AID 453; purified cathepsin B, fluorogenic substrate, fluorescence; in the data active = inhibition above about 21%;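 note: 0% = enzyme with no compound and 100% = no enzyme blank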
FXIa inh mix: inhibitors of human coagulation factor XIa, pooled mixtures; P03951; purified FXIa, fluorogenic substrate; inhibition, % at 5 µM; 0.19% of 62,000 active; AID 680;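 note: each value is inhibition by a whole ten-compound pool holding the compound; 0% = enzyme with no mixture and 100% = wells lacking enzyme; strong numbers were not always called active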
Target sequence (P03951 19-387 limits assumed): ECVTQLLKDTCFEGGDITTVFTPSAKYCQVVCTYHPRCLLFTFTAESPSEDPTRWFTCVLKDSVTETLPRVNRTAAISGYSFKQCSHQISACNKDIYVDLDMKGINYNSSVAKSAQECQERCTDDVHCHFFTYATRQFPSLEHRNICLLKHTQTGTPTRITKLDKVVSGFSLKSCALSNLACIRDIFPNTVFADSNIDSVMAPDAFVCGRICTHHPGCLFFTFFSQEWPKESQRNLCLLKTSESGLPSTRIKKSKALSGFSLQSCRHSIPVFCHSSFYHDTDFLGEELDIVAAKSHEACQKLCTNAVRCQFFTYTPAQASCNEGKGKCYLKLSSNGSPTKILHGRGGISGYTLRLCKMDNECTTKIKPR
Target sequence (P03951 388-625 limits assumed): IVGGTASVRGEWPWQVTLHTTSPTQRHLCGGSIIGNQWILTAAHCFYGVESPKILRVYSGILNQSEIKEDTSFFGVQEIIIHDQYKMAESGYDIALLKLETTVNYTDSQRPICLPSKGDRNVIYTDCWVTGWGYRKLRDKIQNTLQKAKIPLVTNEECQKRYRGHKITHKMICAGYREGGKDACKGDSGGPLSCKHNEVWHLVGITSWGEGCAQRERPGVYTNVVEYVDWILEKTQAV
FXIIa inh mix: inhibitors of human coagulation factor XIIa, pooled mixtures | P00748 | purified FXIIa, fluorogenic substrate | inhibition, % at 5 µM | 0.2% of 62,000 active | AID 684;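 note: 0% = enzyme without compound and 100% = no enzyme blank; some results filed as inactive read as strong as hits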
CatB mix inh: human cathepsin B inhibition by mixtures. Purified cathepsin B, AMC dipeptide fluorescence, compound mixtures. inhibition, %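 (ten-compound pools at 5 µM per compound and 50 µM total)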. 0.06% of 62,000 active; in the data active = inhibition above about 22%, passing the limit was not always enough;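 note: 0% = enzyme without compound and 100% = no enzyme blank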
CatS block: blocks human cathepsin S protease activity. 0.06% of 62,000 active. inhibition, %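 (tested at 5 µM per compound within 10-compound mixtures)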. recombinant cathepsin S, AMC dipeptide fluorescence, pooled mixtures. P25774; in the data active = inhibition above about 32%, passing the limit was not always enough;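 note: 0% = enzyme without compound and 100% = blank without enzyme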
Target sequence (P25774 115-331 limits assumed): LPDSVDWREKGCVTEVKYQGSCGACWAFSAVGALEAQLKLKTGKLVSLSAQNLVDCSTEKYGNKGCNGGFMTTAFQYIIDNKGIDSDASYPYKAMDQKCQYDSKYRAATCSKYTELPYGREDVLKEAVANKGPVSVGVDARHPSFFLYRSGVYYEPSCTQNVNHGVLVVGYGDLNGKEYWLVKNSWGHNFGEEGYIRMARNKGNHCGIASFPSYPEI
CatL block: blocks human cathepsin L protease activity | P07711 | purified cathepsin L, fluorogenic substrate, fluorescence | inhibition, %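 (tested at 10 µM)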 | 0.17% of 58,000 active; in the data active = inhibition above about 45%;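 note: 0% = enzyme with no compound and 100% = no enzyme blank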
Target sequence (P07711 114-288 limits assumed): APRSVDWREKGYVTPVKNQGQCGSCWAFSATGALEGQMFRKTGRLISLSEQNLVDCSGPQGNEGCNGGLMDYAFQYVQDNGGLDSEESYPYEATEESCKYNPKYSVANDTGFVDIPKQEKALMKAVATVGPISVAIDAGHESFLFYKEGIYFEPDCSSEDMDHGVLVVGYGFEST
Target sequence (P07711 292-333 limits assumed): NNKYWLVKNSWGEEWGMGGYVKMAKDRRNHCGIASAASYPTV
A340 absorber: absorbance at 340 nm | fold change at 10 µM | 65,000 tested, under 10 active | compound absorbance at 340 nm, fold over control;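 active = at 10 µM dose, initial 340 nm absorbance at least 2 fold that of control wells; inactive = change under 2 fold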;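 note: initial absorbance extrapolated from kinetic A340 decline of NADH oxidation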
An asterisk follows results filed as active; x = no result given. Cut-off read from the data, not from the text of the source, unless noted: active = inhibition above about 20% (passing the limit was not always enough); inactive = the rest. Not all compounds are listed; count on the stated rates, not on these rows.

Screens in order – FXIIa inh mix, A340 absorber, FXIa inh mix, CatB mix inh, CatL block, CatS block, Cathepsin G inh, CatB inh, C1s block
O=C(c1cc2n(n1)C(C(F)(F)F)CC(c1ccc(Cl)cc1)N2)N1CCCC1 (stereo not given)
    4, 1, 5, 5, -4, -4, 11, 4, 10
CCCCSc1cc(C)nc2ncnn12
    0, 1, -1, 0, 0, 7, -16, 1, -8
Cc1nn(C(C)(C)C)c(OC(=O)c2cccs2)c1S(=O)(=O)c1ccccc1
    0, 1, -12, -3, 15, -2, -3, -3, -8
Cc1cc(C(=O)N2CCN(c3ccccn3)CC2)c(C)o1
    -1, 1, 8, 3, 6, 0, 6, 4, 6
O=C(NCc1ccccc1)NS(=O)(=O)c1ccccc1Cl
    1, 1, 0, -5, 0, 9, 8, 0, 0
CCOC(=O)C(C(=O)OCC)[C@@H]1CS(=O)(=O)C[C@H]1C(C(=O)OCC)C(=O)OCC
    11, 1, -3, 2, 8, -4, 4, -1, -14
O=C(c1cccc(Cl)c1Cl)N1CCN(c2ccccn2)CC1
    2, 1.1, -2, 2, 17, -3, 4, -2, -16
O=C(c1ccc(N2CCCCS2(=O)=O)cc1)N1CCN(c2ccc(N3CCOCC3)nn2)CC1
    7, 1, 4, 11, -4, 27, -4, 7, -6
CC(=O)N1CCN(C(=O)CNc2cc(C(F)(F)F)ccc2OCC(F)(F)F)CC1
    11, 1, 0, 0, 3, 0, -1, 2, 2
N#Cc1ccc(NC(=O)c2cc3cc4c5c(c3oc2=N)CCCN5CCC4)cc1
    -5, 1, 6, 2, -2, -7, 7, 3, 3
O=C(c1cc(C2CC2)on1)N1CCN(c2ccc(F)cc2)CC1
    8, 1, 1, 1, -4, 0, 6, 4, 0
O=C(CSc1nnc(-c2cccc(S(=O)(=O)N3CCCCC3)c2)o1)c1ccc[nH]1
    10, 1, 4, 11, 16, 23, -8, 6, -10
O=C(Nc1c(-c2ccccc2)nc2c(Br)cc(Br)cn12)c1ccco1
    -18, 1.1, -12, -7, 15, 0, -2, 1, -47
COc1ccc(C2NC(=O)CS2)cc1OC (stereo not given)
    4, 0.98, 6, 1, -3, 1, 9, 1, 10
O=C(C1CCCN(S(=O)(=O)c2ccccc2)C1)N1CCCc2ccccc21 (stereo not given)
    -15, 1, 19, -1, x, -6, 11, -3, 15
Cc1cc(NC(=O)Cn2nc(C(F)(F)F)c3c2CCC3)n(-c2ccccc2)n1
    -2, 0.99, 4, 7, -12, 0, 1, -1, 7
NC(=O)c1c(NC(=O)c2cc3ccccc3o2)sc2c1CCC2
    8, 1.1, 5, -1, -4, -6, 9, 0, 5
Cc1ccc(CCNC(=O)CCNS(=O)(=O)c2ccc3c(c2)oc(=O)n3C)cc1
    7, 1, 1, 6, x, -6, 6, 0, -23
CCN(CC)c1ccc2c(c1)OC(N)=C(C#N)C2c1cccnc1 (stereo not given)
    6, 0.98, 7, 8, -3, 5, 3, -1, 3
COC(=O)c1ccccc1NC(=O)c1cnn2c(C(F)F)cc(C3CC3)nc12
    3, 1.1, 3, 5, 0, 14, 1, -4, -4
CC(C)CCn1c(CN2CC(C)OC(C)C2)nc2c1c(=O)n(C)c(=O)n2C (stereo not given)
    4, 1.1, 1, 5, 4, 5, 7, 1, 14
Cc1cc(NC(=O)c2cnccn2)no1
    -1, 1, 8, 3, 24, 10, -1, 7, -28
Cc1c(Cl)cccc1-n1ccnc1SCC(=O)O
    0, 1, 3, 2, 4, -5, 8, 3, 9
COc1ccc(-c2noc(-c3ccccc3-c3ccccc3)n2)cc1OC
    3, 1.1, 2, -2, x, -5, -13, 1, -33
CCOc1ccc2nc(SCC(=O)Nc3ncccn3)[nH]c2c1
    0, 1, 10, 3, 14, 3, 11, 4, -4
Cc1nnc(C)n1/N=C/c1ccccn1
    -9, 1.1, 6, 4, -4, -3, -15, 2, -14
NC(=O)c1sc2nc(N3CCCCC3)c3c(c2c1N)CCCC3
    5, 1, -36, -13, -12, -12, -28, 0, -22
Cc1sc(C(=O)NCc2cccnc2)c2nc(C)n(CC(=O)NCc3cccnc3)c(=O)c12
    6, 1.1, -4, -1, 0, 4, 1, -1, 2
CCC(C)(C)n1nnnc1C(c1ccc(Cl)cc1)N1CCN(C)CC1 (stereo not given)
    8, 1, 8, 1, 8, 3, 1, 4, 2
CCCN(CCC)CCCNS(=O)(=O)c1ccc2c(c1)oc(=O)n2C
    3, 0.97, 3, -11, 11, -3, 12, 2, 5
COc1ccccc1NC(=O)c1cc2ccc(O)cc2o/c1=N\O
    10, 1.1, 8, -3, 1, 5, -5, -1, 1
Cc1ccc(S(=O)(=O)CCc2nnc(NC(=O)c3ccccn3)s2)cc1
    -12, 1, -26, -7, 8, -19, -25, -2, -37
O=C(NCc1ccc2c(c1)OCO2)C1CCC(CNc2c(N3CCCC3)c(=O)c2=O)CC1 (stereo not given)
    7, 1.1, 4, 4, 3, 4, 9, 2, 13
c1csc(CSc2nc3ccccc3s2)c1
    -21, 1, 10, -1, -1, -3, 1, 3, 0
COc1cccc(Nc2cc(C)nc3ccccc23)c1
    -1, 1.1, 7, 6, 8, 8, 11, 6, 13
COc1ccc(OC)c(NC(=O)CN(c2ccc(C(C)C)cc2)S(=O)(=O)c2c(C)noc2C)c1
    -17, 1.1, 27, 4, x, -2, 29, 0, 39
COc1ccc(N2CCN(C(=O)CSc3ncnc4c3cnn4-c3ccc(OC)cc3)CC2)cc1
    4, 1, -8, -2, 17, -2, 6, 2, -24
CN1CCN(CCCNC(=O)c2ccc3c(c2)N(Cc2ccccc2)CCS3)CC1
    5, 1.1, 5, -3, x, 16, 23, -10, -66
CCOc1ccccc1Oc1c(C)oc2c(CN3CCN(CCO)CC3)c(O)ccc2c1=O
    6, 1.1, 1, -3, -170, -3, -5, -5, -50
CCN1CCN(c2nc3sc4c(c3c3ncnn23)CC(C)CC4)CC1 (stereo not given)
    -5, 1, 2, 3, 4, 21, 3, 5, 7
COc1ccc(CC(=O)Nc2cccc(C(=O)O)c2C)cc1
    3, 1.1, 3, 3, 1, -4, 8, 2, -2
O=C(Nc1nccs1)c1ccc(COc2ccccc2Br)o1
    9, 0.98, 4, 3, 4, 4, 11, -2, 7
Cc1nc(NCCc2cnc[nH]2)c2oc3ccccc3c2n1
    11, 1.1, 7, 1, 9, -7, -12, 0, -110
COc1ccc(CCn2c(-n3nc(C)cc3C)nc3c2c(=O)[nH]c(=O)n3C)cc1
    6, 0.98, 7, 2, 16, -1, 7, -2, 14
Clc1ccc(CSc2nnc(-c3cccnc3)n2Cc2ccco2)c(Cl)c1
    -1, 0.97, 3, 1, 3, -3, 17, 3, -30
COC(=O)CCN1CCC(C(N)=O)CC1
    9, 0.97, 2, 3, 2, 11, 3, 4, 5
COc1ccc(CN2CCCC(C(=O)N3CCCC3)C2)cc1 (stereo not given)
    2, 1, -2, -7, -9, 1, 9, 1, -16
CCOC(=O)c1[nH]c(C)c(C(=O)c2cc(F)ccc2F)c1C
    -21, 1.1, 5, 3, 7, 0, 10, x, 14
O=C(Nc1sccc1C(=O)NCc1ccco1)c1cccnc1
    -9, 1, 3, 4, 5, -6, -5, -5, 7
COC(=O)C1=CNC=C(C(=O)OC)C1c1ccc(Cl)cc1
    -2, 1.1, -10, -9, -392, -10, 5, 0, -55
COc1cc(C(c2sc3nc(C)nn3c2O)N2CCc3ccccc3C2)cc(OC)c1OC (stereo not given)
    2, 1.1, 6, 32, -7, 2, -6, 4, -32
COc1cccc(/C=N/n2c(C)nc3ccccc3c2=O)c1O
    3, 1.1, 6, 1, -5, -5, 10, -1, 15
COC(=O)c1ccc(OCC(O)CN2C(=O)NC(C)(C)C2=O)cc1 (stereo not given)
    3, 1, 4, 2, 2, -7, -7, 3, 26
COc1ccc2nc(NC(=O)C3CCCN(S(=O)(=O)c4cccc5nsnc45)C3)sc2c1 (stereo not given)
    2, 0.98, 6, 9, 2, 13, -1, 9, 5
CCOC(=O)C1CCCCN1Cc1ccccc1C(F)(F)F (stereo not given)
    4, 1, 10, 6, -15, 5, 1, -4, 4
O=C(CN(c1ccc(F)cc1)S(=O)(=O)c1ccc2c(c1)OCCO2)Nc1cccnc1
    10, 1, -5, 0, 18, -9, -5, 6, -23
COCCCN(C(=O)c1cccnc1SC)c1c(N)n(Cc2ccccc2)c(=O)[nH]c1=O
    -15, 0.99, 8, 1, -1, 2, 9, 0, 2
Cc1sc2nc(SCC(=O)N3CCN(CCO)CC3)n(-c3ccccc3)c(=O)c2c1C
    2, 1, 9, 7, -3, -1, 8, 6, 11
CCCCOc1ccc(CSc2nncn2N)cc1
    2, 1, 4, 4, x, -4, -13, 1, -7
O=C1[C@H]2[C@@H](C(=O)N1c1cc(Cl)cc(Cl)c1)[C@]1(C(=O)Nc3ccccc31)N1CCC[C@@H]21
    2, 1, 6, 5, 1, -9, 3, 1, 7

The list goes on:
Screens in order – FXIIa inh mix, A340 absorber, FXIa inh mix, CatB mix inh, CatL block, CatS block, Cathepsin G inh, CatB inh, C1s block
Cc1nnc(NC(=O)CSc2nnc(Cc3ccccc3)n2-c2ccccc2)s1
    2, 1.1, -26, -6, 8, -16, -8, 2, -110
COCC(=O)N(c1ccc(C(C)C)cc1)C1C=CS(=O)(=O)C1 (stereo not given)
    -20, 1, -2, 4, -2, -31, -12, 0, -16
CCCOC(=O)Nc1sc2c(c1C(=O)OCC)CCC2
    2, 1, 4, 1, 19, -7, 2, -2, -1
CC(C)CNS(=O)(=O)c1ccc(CCC(=O)N2CCOCC2)cc1
    3, 0.97, 2, 2, 3, 9, 15, 1, 3
CCC(=O)c1ccc(OCC(O)CN2CCOCC2)cc1 (stereo not given)
    10, 1, 3, 2, -4, 0, 13, -2, 21
COCCOC(=O)C(C#N)c1nc2ccccc2nc1N1CCCC1 (stereo not given)
    -21, 1, 7, 5, -2, 4, 7, 0, 15
C=CCc1ccc(OCC(O)CN2CCCCC2C)c(OC)c1 (stereo not given)
    10, 1, -3, -2, -1, -3, 2, 2, -81
Cc1nc2ccccc2c(=O)n1CC(=O)N1CCOCC1
    -17, 0.99, -7, -10, 4, -8, 1, 1, -43
CCOC(=O)N1CCN(c2ncnc3c2oc2nc(C(C)C)c4c(c23)CCC4)CC1
    2, 1, -1, -4, 12, 1, 4, 1, -2
CCOc1ccc(CCNC(=O)CN2CCN(Cc3ccccc3C)C2=O)cc1OCC
    13, 0.98, 6, 25, -6, -1, 8, -1, 17
N#Cc1ccc2ccn(CC(=O)NC3CCCCCC3)c2c1
    6, 0.99, -1, 0, -1, -3, -7, -1, -1
CC1CN(C(=O)CSc2nnc(-c3ccncc3)n2-c2ccccc2)CC(C)O1 (stereo not given)
    4, 0.99, 3, 2, 6, 10, 19, -5, -13
Cc1ccc(NCc2nnc(SCC(=O)OC3CCCCC3)o2)c(C)c1
    5, 0.99, 4, -2, -4, -5, -6, 0, -16
Brc1ccc(C2=Nn3c(nnc3-c3n[nH]c4c3CCC4)SC2)cc1
    1, 1, 8, -3, -3, 5, 0, -2, 3
Cc1cc2oc(=O)cc(CN3CCC(C)CC3)c2cc1Cl
    0, 1, 3, -3, x, -6, -5, 4, -71
COc1ccccc1CCNC(=O)c1ccc(C)o1
    2, 1.1, -3, 2, 0, -9, 2, -1, 30
CSCCC(NC(=O)CCN1C(=O)c2ccccc2C1=O)C(=O)O (stereo not given)
    4, 1, 6, -2, 10, -1, 3, -6, 0
Nc1nc(Nc2ccccc2Br)nc(C(F)(F)F)n1
    -5, 1, 3, 4, x, 16, 7, -1, 1
COCCN1Cc2cccc(C(=O)Nc3cccnc3)c2C1=O
    5, 1, -2, 5, 11, 7, 11, 2, 10
CCCCCn1c(Sc2nc3ccccc3s2)nc2c1c(=O)[nH]c(=O)n2C
    12, 1, 1, 0, 1, 5, -7, -1, -80
CC1CN(CC(=O)N2CCc3[nH]c4ccccc4c3C2)CC(C)O1 (stereo not given)
    1, 1, 7, 3, -4, -3, 3, 3, 2
CN(C)C(=O)c1ccc(COc2ccccc2Br)o1
    -5, 1, -2, 2, 3, -5, 7, 3, 15
